PMI inhibitors: inhibitors of human PMI, primary screen, biochemical, fluorescence intensity, coupled assay (AID 1209). Mannose-6-phosphate isomerase (Homo sapiens). purified PMI enzyme, coupled fluorescence intensity; higher % means a stronger effect. one-dose inhibition, % at 20 µM; IC50 in µM for titrated hits. hit rate 0.42% among 190,000;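 further: plate controls were DMSO vehicle for no effect and wells lacking substrate for full effect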
SIAH1 antagonists: Siah-1 peptide-binding antagonists, primary screen, biochemical, fluorescence polarization, rhodamine-plectin, uHTS (AID 1817) | E3 ubiquitin-protein ligase SIAH1 (Homo sapiens) | hit rate 0.02% among 290,000 | displacement, % at 20 µM, or IC50 in µM where a hit was titrated | Siah-1 / rhodamine-plectin peptide fluorescence polarization; higher % means a stronger effect;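 active means displacement of at least 50% at 20 µM, with a fluorescence ratio check between 0.3 and a set limit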;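 further: plate controls were Siah plus tracer with DMSO for no effect and tracer alone without Siah for full effect; strong numbers were not always called active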
XIAP antagonists: XIAP antagonists, biochemical, IAP family, fluorescence polarization (AID 1018); one-dose displacement, % at 20 µM; IC50 in µM for titrated hits; XIAP BIR domain, fluorescence polarization peptide displacement; higher % means a stronger effect; E3 ubiquitin-protein ligase XIAP (Homo sapiens); hit rate 0.007% among 200,000; in the data active means displacement above about 50%; further: a part of the inactive calls stands beside numbers as strong as those of hits
PMI inhibition: human PMI inhibitors, high substrate, primary screen, biochemical, fluorescence intensity, high mannose 6-phosphate (AID 1220); recombinant PMI enzyme, coupled fluorescence intensity; higher % means a stronger effect; one-dose inhibition, % at 20 µM; IC50 in µM for titrated hits; hit rate 0.66% among 190,000
WT yeast gro inh: growth inhibition of WT strain, primary screen, mitochondrial fusion inhibitor project, WT and mutant strains, chemical genetic | mitochondrial fusion phenotypic screen | inhibition, % at 10 µM | hit rate 2.1% among 190,000; in the data active means inhibition above about 58%; tested in S. cerevisiae
TNAP activators: human TNAP enzyme activators, primary screen, biochemical, luminescent, no phosphate acceptor, uHTS (AID 1001). one-dose activation fold at 20 µM; EC50 in µM for titrated hits. Alkaline phosphatase, tissue-nonspecific isozyme (Homo sapiens). purified TNAP, luminescent activation assay, no phosphate acceptor; higher activation fold means a stronger effect. hit rate 0.03% among 200,000; in the data active means activation fold from about 3, or a potency from the dose series; inactive means the rest, 99 in 100 with activation fold below about 1.6; further: many of its hits are not listed in these tables
Myeloid diff 2: induction of myeloid progenitor differentiation, primary screen, cell-based, flow cytometry, MLPCN library. ER-HoxA9 myeloid progenitors, lysozyme-GFP differentiation. calls only at 10 µM. hit rate 1% among 360,000;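 active means normalized GFP-positive differentiation at or above the plate's own cutoff, the solvent-only control mean plus 3 SD; inconclusive means no clear call, values can overlap the other calls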;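 further: cells exposed to compound for four days before flow analysis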
Salmonella PhoP GFP: inhibitors of PhoP regulon expression, primary screen, Salmonella Typhimurium, GFP reporter (AID 1863) | inhibition, % at 50 µM; hits with a dose series show IC50 in µM | hit rate 0.16% among 300,000 | S. Typhimurium PhoP-regulated promoter GFP reporter, 4 h; higher % means a stronger effect;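 active means inhibition over 29.93%, a cutoff 3 SD above the screen mean, later confirmed by dose response; inconclusive means inhibition over 29.93% but no dose response follow-up; inactive means inhibition at most 29.93% or unconfirmed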;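 further: 0% = low Mg2+ inducing control and 100% = high Mg2+ repressing control; strong numbers were not always called active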
RSV CPE inhibition: RSV antiviral activity via CPE protection, HEp-2 cells, primary 10 µM value included (AID 2391). hit rate 0.13% among 310,000. one-dose CPE inhibition, % at 10 µM; IC50 in µM for titrated hits. HEp-2 cells, RSV-induced CPE inhibition; higher % means a stronger effect; in the data active means a potency from the dose series; inconclusive means CPE inhibition mostly from about 23% at the one dose, without a potency; inactive means the rest, 99 in 100 with CPE inhibition below about 21%; further: strong numbers were not always called active
WT yeast gro inh mutant strain: second read-out of WT yeast gro inh, no call of its own (marks repeat the call); inhibition, %; mitochondrial fusion phenotypic screen, mutant strain inhibition
Myeloid diff 2 GFP+ MAC1+ %: second read-out of Myeloid diff 2, no call of its own (marks repeat the call); GFP+ MAC1+ double positive, %; measured here: differentiation confirmed by MAC1 staining
* hit, by the source's call; i = inactive; ? = inconclusive; · = no result given. Unless noted, no stated cut-off is given here; in the data, active means inhibition above about 50%; inactive means the rest.

canonical_smiles	PMI inhibitors	SIAH1 antagonists	XIAP antagonists	PMI inhibition	WT yeast gro inh	WT yeast gro inh mutant strain	TNAP activators	Myeloid diff 2	Myeloid diff 2 GFP+ MAC1+ %	Salmonella PhoP GFP	RSV CPE inhibition
Cc1cc2c(c(=O)n1CCCn1ccnc1)C(c1ccco1)C(C#N)=C(N)O2 (stereo not given)	-2%	3%	0.9%	7%	-1	7	1.1	i	2.4	-5%	0.8%
C/C(=N/NC(=O)C(O)(c1ccccc1)c1ccccc1)c1ccc([N+](=O)[O-])o1	-31%	16%	-5.1%	-30%	-2	-11	1.1	i	0.7	1%	-0.8%
CCOc1ccc(S(=O)(=O)N2CCCC2)cc1	-3%	1%	-6.7%	-2%	0	-12	1.1	i	7.1	-11%	-1.0%
Cc1cc(C)c(C#N)c(SCc2ccc([N+](=O)[O-])cc2)n1	0%	-2%	-4.0%	-4%	-5	-3	1.1	i	0.6	6%	-0.7%
Cc1cccc2cc(CN(Cc3ccco3)S(=O)(=O)c3ccc4c(c3)OCCO4)c(=O)[nH]c12	10%	4%	-4.3%	9%	25	5	1.1	i	9.2	21%	3.4%
CCCC(=O)Nc1ccc(-c2ccc(NC(=O)CCC)cc2)cc1	2%	-6%	-11%	-6%	9	18	1	i	0.2	-8%	0.2%
NS(=O)(=O)c1ccc(NNC(=O)c2ccccc2)cc1	·	10%	·	·	·	·	·	i	0.1	-4%	-0.2%
Cc1ccccc1OC1CCN(C(=O)c2cc(COc3ccccc3)on2)CC1	·	3%	·	·	·	·	·	i	0.8	1%	?
O=C(Cc1c(F)cccc1Cl)Nc1ccccn1	·	-3%	·	·	·	·	·	i	0.6	-5%	0.8%
Cc1ccccc1-c1nc(CS(=O)(=O)CC(=O)NCCCN2CCOCC2)c(C)o1	·	-5%	·	·	·	·	·	i	3.8	-3%	0.6%
Cc1ccc(S(=O)(=O)ON2C(=O)c3cccc4cccc(c34)C2=O)cc1	11%	6%	-2.3%	-4%	-5	7	0.8	i	0.1	-2%	2.9%
Cc1ccc(NC(=O)N2CCC(O)(c3cccnc3)CC2)cc1	-1%	3%	-5.4%	-4%	3	9	1.1	i	0.5	-7%	1.1%
CCOC(=O)C1=C(CS(=O)(=O)c2ccccc2)NC(=O)NC1c1ccccc1OCC (stereo not given)	11%	0%	0.0%	6%	7	7	1.1	i	4.3	2%	0.1%
O=c1[nH]n2c(=O)c3c([nH]c2c1N=Nc1cccc(C(F)(F)F)c1)CCCC3	-25%	18%	-1.3%	-22%	6	0	1.4	i	1.5	-3%	41%
CC(NC(=O)C1CCN(S(=O)(=O)c2ccc3c(c2)NC(=O)CO3)CC1)c1ccccc1 (stereo not given)	·	-1%	·	·	·	·	·	i	0.6	3%	1.2%

Ordered by value in RSV CPE inhibition (lowest first): some entries from above.
| canonical_smiles | RSV CPE inhibition |
| --- | --- |
| C/C(=N/NC(=O)C(O)(c1ccccc1)c1ccccc1)c1ccc([N+](=O)[O-])o1 | -0.8% |
| Cc1ccccc1-c1nc(CS(=O)(=O)CC(=O)NCCCN2CCOCC2)c(C)o1 | 0.6% |
| Cc1cccc2cc(CN(Cc3ccco3)S(=O)(=O)c3ccc4c(c3)OCCO4)c(=O)[nH]c12 | 3.4% |

(continued)
canonical_smiles	PMI inhibitors	SIAH1 antagonists	XIAP antagonists	PMI inhibition	WT yeast gro inh	WT yeast gro inh mutant strain	TNAP activators	Myeloid diff 2	Myeloid diff 2 GFP+ MAC1+ %	Salmonella PhoP GFP	RSV CPE inhibition
COC(=O)CN(c1cccc(F)c1)S(C)(=O)=O	0%	2%	-3.2%	-2%	27	11	1.1	i	0.5	5%	-0.5%
O=C(CN1CCN(Cc2ccccc2)CC1)Nc1cccc(Cl)c1	·	-3%	·	·	·	·	·	i	0.2	-8%	0.1%
Cc1nn(Cc2ccccc2)c(Cl)c1C(=O)OCC(=O)NC(=O)NC12CC3CC(CC(C3)C1)C2	29%	-3%	-3.6%	17%	20	4	1	i	0.3	2%	1.4%
CCOc1ccc2nc(N3CCCC(C(=O)N4CCN(CC)CC4)C3)sc2c1 (stereo not given)	9%	7%	-4.5%	9%	3	7	1.1	i	1.8	10%	-0.9%
O=C(CSc1ncn[nH]1)Nc1ccc(OCc2ccccc2)cc1	25%	-2%	-5.2%	15%	7	-25	1.3	i	1.4	-9%	5.8%
Cc1[nH]c2ccccc2c1C(=O)COC(=O)C1CC(=O)N(Cc2ccco2)C1 (stereo not given)	-23%	1%	-2.7%	0%	-5	-9	0.9	i	1.1	4%	2.9%
CC1CC(C)CN(CCCNC(=O)c2ccc3c(SCC(=O)O)c4c(nc3c2)CCC4)C1 (stereo not given)	·	-8%	·	·	·	·	·	i	0.9	-10%	-1.1%
O=C(NC(=S)Nn1cnc2c(cnn2-c2ccccc2)c1=O)c1ccc(Cl)cc1	12%	-2%	-7.6%	7%	-10	-55	0.8	i	0.3	0%	3.1%
CCOc1cc(C#N)c(NC(=O)c2ccco2)cc1OCC	-6%	0%	-7.1%	-3%	2	-7	1.1	i	1.3	-1%	2.0%
CCC(NC(=O)c1cc(COc2ccc(C)nc2)on1)c1ccc(C)cc1 (stereo not given)	·	2%	·	·	·	·	·	i	5.5	-7%	1.1%
CC(C)(C)NC(=O)NC(=O)CN1CCN(c2ccc(O)cc2)CC1	39%	0%	-11%	63%*	-37	-15	1.1	i	0.2	-2%	1.4%
COCCOCC(O)CN1CCN(c2ccccc2)CC1 (stereo not given)	2%	2%	-5.5%	-13%	-2	0	1.1	i	0.2	4%	-0.2%
OCCC1CN(Cc2ccc3c(c2)CCO3)CCN1C1CCCC1 (stereo not given)	19%	2%	-12%	14%	-12	4	1.1	i	0.1	2%	-1.1%
COc1ccc(-c2nc3ncccn3c2Br)cc1	4%	3%	-1.3%	13%	3	9	1.1	i	0.5	1%	51%
CC(NC(=O)C1CCCN(S(=O)(=O)c2cnc[nH]2)C1)c1ccccc1 (stereo not given)	3%	0%	1.7%	0%	15	2	1.1	i	2.6	10%	1.0%
COc1ccc(OCCOc2ccccc2[N+](=O)[O-])cc1	10%	11%	-1.2%	4%	9	-4	1.1	i	0.1	23%	3.6%
O=C(Cn1cnc([N+](=O)[O-])n1)N/N=C/c1cccc2ccccc12	8%	-3%	-3.6%	14%	-20	7	1	i	0.0	-11%	2.5%
CCOC(=O)C1CCCN(C(=O)COc2ccccc2F)C1 (stereo not given)	5%	-1%	-2.8%	-10%	-9	-3	1.1	i	0.2	-5%	0.6%
COc1ccc(C(=O)N/C(=C\c2ccc3c(c2)OCO3)C(=O)Nc2ccc(C(=O)O)cc2)cc1	-4%	6%	-2.7%	-4%	-15	-3	1	i	0.4	-3%	3.1%
O=c1cc(CN2CC(O)Cc3ccc4ccccc4c32)nc2sccn12 (stereo not given)	10%	-2%	-2.8%	45%	13	3	1.1	i	0.2	4%	16%
Cc1cc2nc(-c3ccc[nH]c3=O)n(Cc3ccc(F)cc3)c2cc1C	·	-2%	·	·	·	·	·	i	0.6	-5%	3.2%
O=C(CCS(=O)(=O)Cc1ccc(Cl)cc1)NCCCN1CCN(c2ccccc2F)CC1	8%	-7%	-2.5%	0%	1	20	1.1	i	1.9	14%	·
CC1=C(C(=O)Nc2cccnc2)C(c2ccncc2)n2nnnc2N1 (stereo not given)	·	·	·	·	-1	-14	·	i	0.5	5%	1.0%
O=C(N=C1SC2CS(=O)(=O)CC2N1Cc1ccc(Cl)cc1)C1CC1 (stereo not given)	·	2%	·	·	·	·	·	i	3.3	-6%	1.8%
COc1cc(/C=N/NC(=O)c2cn(-c3cccc(C)n3)cn2)ccc1O	3%	-8%	-11%	2%	4	9	1.1	·	·	-7%	-0.5%
COc1cc(/C=N/S(=O)(=O)c2ccccc2)cc(OC)c1O	·	-4%	·	·	·	·	·	i	1.6	-12%	1.1%
CCOC(=O)c1ccc(NC=C2C(=O)OC3(CCCCC3)OC2=O)cc1	-2%	1%	-1.9%	-7%	2	-6	1.1	i	1.1	-2%	-0.4%
COc1ccccc1Nc1nc(N)nc(CSCCO)n1	4%	-2%	0.7%	4%	-8	-3	1.1	i	0.5	11%	1.7%
COc1ccc(-c2ccc(-c3nnc(Cc4ccc(OC)c(OC)c4)o3)cc2)cc1	-2%	-2%	-5.4%	-3%	13	15	1.1	i	2.4	-15%	1.8%
CCN(c1ccccc1)S(=O)(=O)c1cc(C(=O)Nc2ccccc2Cl)ccc1F	2%	-2%	-5.8%	-11%	-13	-22	1	i	0.8	-9%	3.9%
O=C(NCc1ccc2c(c1)OCO2)C(=O)NCC1OCCN1S(=O)(=O)c1ccc(Br)cc1 (stereo not given)	·	1%	·	·	·	·	·	i	0.4	-6%	6.4%
COc1ccc(N(C(=O)c2cnccn2)C(C(=O)NC2CCCCC2)c2ccccc2)cc1 (stereo not given)	·	1%	·	·	·	·	·	i	4.1	-1%	-0.4%
Cc1ccc(NC(=O)Cc2nnc(SCC(=O)NC3CCCC3)n2C)cc1	·	5%	·	·	·	·	·	i	1.7	1%	1.4%
CCOc1ccc(C(=O)Nc2nc(C)cc(C)n2)cc1[N+](=O)[O-]	-10%	1%	-3.9%	-10%	0	7	0.9	i	2.2	5%	1.6%
Cc1ccc(S(=O)(=O)Oc2ccc(N3C(=O)C4C5CCC(C5)C4C3=O)cc2)cc1 (stereo not given)	-6%	5%	0.4%	-13%	2	4	1.1	i	0.1	0%	-0.5%
O=c1[nH]c(=S)[nH]c2nc(-c3cccs3)cc(C(F)(F)F)c12	·	6%	·	·	·	·	·	i	0.5	-10%	?
O=C(Nc1nc2ccccc2s1)c1ccc(F)cc1	4%	2%	-3.3%	-3%	24	14	1.1	i	0.3	·	5.8%
O=C(O)/C=C/c1cn(-c2ccccc2)nc1-c1cc2ccccc2oc1=O	·	4%	·	·	·	·	·	i	0.1	-1%	-1.4%

Bioassay records (PubChem BioAssay)
